E-sel inducer – induces E-selectin expression in human endothelial cells. HUVEC E-selectin immunofluorescence imaging; normalized: neutral wells 0, TNF-alpha wells 100. P16581. actives 0.37% (n = 260,000). activation, % at 7.58 µM;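 active means mean E-selectin-positive cell signal at least 10% of the positive control, reached in at least 60% of replicates, without over 20% cell loss; inconclusive means no rule given, readout overlaps actives, possibly toxicity-flagged; inactive means the rest, including those meeting only one limit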;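 further: in these data hits start at about 27%; measured in HUVEC primary endothelial cells; signal is the percent of cells scored E-selectin positive by PE staining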
Target sequence (P16581 whole entry, looked up): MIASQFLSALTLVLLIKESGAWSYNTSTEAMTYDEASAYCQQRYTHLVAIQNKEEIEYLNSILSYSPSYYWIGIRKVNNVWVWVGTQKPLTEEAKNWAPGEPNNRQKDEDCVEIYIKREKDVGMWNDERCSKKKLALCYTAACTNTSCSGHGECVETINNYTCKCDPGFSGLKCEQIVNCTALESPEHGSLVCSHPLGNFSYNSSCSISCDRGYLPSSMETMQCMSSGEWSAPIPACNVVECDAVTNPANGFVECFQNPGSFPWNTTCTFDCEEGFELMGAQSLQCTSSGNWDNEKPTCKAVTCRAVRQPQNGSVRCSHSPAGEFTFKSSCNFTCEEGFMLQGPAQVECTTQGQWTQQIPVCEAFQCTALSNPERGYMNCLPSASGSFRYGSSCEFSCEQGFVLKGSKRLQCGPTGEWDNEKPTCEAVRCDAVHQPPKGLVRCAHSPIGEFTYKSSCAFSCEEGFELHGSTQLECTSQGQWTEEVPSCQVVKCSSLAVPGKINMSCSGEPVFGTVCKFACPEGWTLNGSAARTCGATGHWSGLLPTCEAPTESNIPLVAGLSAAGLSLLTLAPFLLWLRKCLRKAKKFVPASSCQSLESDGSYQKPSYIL
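Assay system: HUVEC primary endothelial cells. Input: 3,000 HUVEC seeded per well. Doses: one compound dose added by pin transfer. Read-out basis: % PE-positive cells. Benchmarks: TNF-alpha high, DMSO low. Detection: immunofluorescence imaging. Buffer or medium: EGM-2, gelatin.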
GSIS activator – GLuc luminescence reporter in INS-1E cells, primary screen for activators of glucose-dependent secretion of insulin; actives 0.61% (n = 370,000); INS-1E GLuc reporter insulin secretion, 2-3 h; activation, % at 16.6 µM;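 active means lowest replicate activation of at least 40%, so every replicate reaches that level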;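 further: 0% = median of neutral control wells and 100% = median of IBMX positive control wells; some compounds called inactive have numbers as strong as hits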
DENV2 CPE – inhibitors of DENV2 cytopathic effect; CPE inhibition, % at 9.99 µM; actives 1.7% (n = 350,000); DENV2-infected cells, cytopathic effect rescue, plate reader; in the data active means CPE inhibition above about 20%, passing the limit was not always enough; inconclusive means no clear call, values can overlap the other calls; tested in BHK-21 cells;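 further: 0% = median of neutral control wells and 100% = median of positive control wells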
CFTR F508del cor – correctors of CFTR F508del function in bronchial epithelial cells | CFBE cells, YFP halide quenching; stimulated with forskolin plus potentiator P3; % fluorescence drop versus neutral controls | AID 720511 | activity (quench increase), % at 7.58 µM | actives 0.36% (n = 350,000);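 active means mean added fluorescence quench of at least 8% versus neutral control, with both replicates also reaching 8%; inconclusive means only one of the mean or replicate conditions met; inactive means mean below 8% and not both replicates reaching 8%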;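 further: cells transiently co-express mutant CFTR-F508del with the halide-sensitive YFP; corrector assay measuring rescue of mutant channel to the surface after 24 h compound exposure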
Xi reactivation – X-chromosome reactivation activator. XiGFP mouse fibroblasts, % GFP-positive cells imaging, 3 d; cells co-treated with 5-aza-dC sensitizer; scaled so ellipticine positive control = 100%. activation, % at 7.58 µM. actives 0.055% (n = 360,000). AID 743238;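 active means mean normalized replicate activation at least 10% and every replicate at or above 10%; inconclusive means only one of the two criteria met; inactive means mean below 10% and not all replicates reach 10%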;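 further: 0% = median of on-plate neutral control wells and 100% = ellipticine 6 µM median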
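System: XiGFP fibroblasts, SV40-immortalized. Medium: DMEM plus 5-aza-dC sensitizer. Doses: single point. Timing: 3 d treatment, 15 min room-temperature fixation. Control set: ellipticine 6 µM.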
CASP6 VEID inh – blocks human caspase-6 cleavage activity; P55212; purified caspase-6, Z-VEID-R110 cleavage fluorescence; inhibition, % at 12.5 µM; actives 0.53% (n = 350,000); AID 686996;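 active means mean inhibition across replicates at least about 35%, with every replicate also reaching that limit, limit read from the data; inconclusive means only one of the two criteria met; inactive means neither criterion met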;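 further: 0% = median of neutral control wells and 100% = no fluorescence left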
Target sequence (P55212 24-179 limits assumed): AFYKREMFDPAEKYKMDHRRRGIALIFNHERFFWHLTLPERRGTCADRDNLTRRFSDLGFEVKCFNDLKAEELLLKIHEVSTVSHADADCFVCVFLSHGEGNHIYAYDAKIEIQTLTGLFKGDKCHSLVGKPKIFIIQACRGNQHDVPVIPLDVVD
Target sequence (P55212 194-293 limits assumed): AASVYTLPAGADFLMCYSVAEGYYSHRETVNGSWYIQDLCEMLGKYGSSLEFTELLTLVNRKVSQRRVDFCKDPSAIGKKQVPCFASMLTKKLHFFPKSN
RAD52 inh – RAD52 (human) annealing inhibition. P43351. recombinant RAD52 DNA annealing, FRET fluorescence. inhibition, % at 18.7 µM. AID 651710. actives 0.46% (n = 360,000);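 active means every replicate showing at least 50% inhibition; inconclusive means mean inhibition at least 50% but not in every replicate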
RAD54 inh – blocks human RAD54 Holliday junction branch migration | Q92698 | FAM/BHQ fluorescence | actives 0.14% (n = 360,000) | inhibition, % at 10.4 µM;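 active means mean normalized replicate activity at least 40 and at least half of replicates scoring 40 or more; inconclusive means only one of the two criteria met; inactive means mean below 40 and under half of replicates reaching 40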;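 further: 0% = median of neutral control wells and 100% = median of positive control wells; inhibitors cause a drop in the FAM fluorescence signal; in these data hits start at about 50%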
* = called active by the depositor; ? = inconclusive; . = not tested or not shown; & = joins results of further samples. Compounds as they come. Share with any hit: about 3.7%.

SMILES	E-sel inducer	GSIS activator	DENV2 CPE	CFTR F508del cor	Xi reactivation	CASP6 VEID inh	RAD52 inh	RAD54 inh
Cn1c(=NC(=O)CCl)sc2ccccc21	.	8	-17	0.2	.	12	5	-1
c1ccc2c(c1)nc(-c1ccncc1)n2CCNc1nc(CN2CCCCC2)cs1	0.0	-1	4	-3.0	0.0	-8	-20	-9
CO[C@@H]1CN(C)C(=O)c2ccc(NC(=O)C3CC3)cc2OC[C@H](C)N(C)C[C@@H]1C	-0.3	17	-4	-3.0	-0.5	1	13	-12
COc1ccccc1CNC(=O)CCc1nnc2ccc(NCCCN3CCCC3=O)nn12	.	-3	6	0.5	0.1	1	0	-7
Cc1noc(C)c1NC(=O)N(C)C[C@H]1OCCCC[C@@H](C)Oc2ccc(NS(=O)(=O)c3c(C)noc3C)cc2C(=O)N([C@H](C)CO)C[C@@H]1C	0.1	10	-4	-0.1	-0.1	1	-1	-4
N#CCC(=O)N/N=C/c1c(-c2ccccc2)n(-c2ccccc2)c2ccccc12	.	4	6	6.7	0.1	-8	-7	6
Cc1nc(SC(C(N)=O)c2ccccc2)c(C#N)c(C)c1C (configuration not stated)	.	-1	2	-1.6	0.1	-2	-24	-3
Cc1ccc(S(=O)(=O)N2[C@@H](c3ccc(Br)cc3)C(C(=O)O)=CC[C@H]2c2cccc(C)c2)cc1	0.0	6	-14	0.6	-0.1	7	-17	3
Cc1ccc(-c2nn(C(C)(C)C)c3ncnc(NS(=O)(=O)c4ccc([N+](=O)[O-])cc4)c23)cc1	.	-9	-2	3.9	0.0	-3	-18	.
NC(=O)c1ccc(N=Cc2ccc([N+](=O)[O-])s2)cc1	.	-13	8	.	0.2	2	-10	.
COc1cccc(OCC(=O)Nc2c3c(nn2-c2ccccc2)CS(=O)(=O)C3)c1	.	11	-6	3.2	0.0	10	-3	-3
Cc1ccccc1OCCn1cnc2cc([N+](=O)[O-])ccc2c1=O	0.1	.	3	-1.0	0.1	-3	-4	.
CCOc1ccc(N2C(=O)CC(SCC(=O)O)C2=O)cc1 (configuration not stated)	.	5	.	-2.2	0.0	1	-12	.
COc1ccc2cc(-c3ccsc3)ncc2c1	0.0	8	-3	-1.7	0.0	-6	-1	-1
CO[C@@H]1CN(C)C(=O)c2ccc(NC(=O)C3CCC3)cc2OC[C@@H](C)N(S(=O)(=O)c2ccc(Cl)cc2)C[C@H]1C	-0.3	-24	2	2.2	-0.4	-2	5	4
CCN(CC)C(=O)c1ccccc1NS(C)(=O)=O	-4.6	1	4	1.3	0.2	2	-1	7
Cc1cc(Br)cc(Cl)c1OC(=O)c1cnccn1	0.2	5	-8	-3.3	0.1	3	-12	-11
O=C(N[C@@H](Cc1cccnc1)C(=O)N1CCC[C@H]1C(=O)NC1CCCC1)C1CC1	-0.1	26	-4	-3.3	0.2	0	1	.
COc1ccc(/C=N/N=C2/C(=O)Nc3ccccc32)cc1O	.	17	-2	-1.3	0.0	4	5	.
CCCNC(=O)N1CC2(C1)CN(C(=O)c1ccncc1)[C@@H](CO)c1[nH]c3cc(OC)ccc3c12	0.0	15	-13	-2.5	0.3	0	-6	.
O=C(CN1CCCC1)Nc1ccccc1Sc1ccc(Cl)cc1	8.9	-19	3	1.9	0.0	-2	-2	.
C[C@H](CO)N1C[C@H](C)[C@H](CN(C)Cc2ccc(C(F)(F)F)cc2)Oc2c(NC(=O)Nc3ccc(F)cc3)cccc2C1=O	0.4	-29	.	2.8	-1.1	-1	-1	0
O=C(CCN1CCCCC1)Nc1ccc(F)c(F)c1	0.0	25	?	-0.3	0.0	0	4	-6
O=C(CCN1CCCCC1)NCC[C@H]1CC[C@H](NC(=O)Nc2ccc(F)cc2)[C@@H](CO)O1	-1.4	0	-11	0.1	0.0	1	-2	2
O=C1c2oc3ccc(Cl)cc3c(=O)c2C(c2ccco2)N1CCN1CCOCC1 (configuration not stated)	.	3	-4	-0.1	0.3	0	-10	-1
CCC(CC)C(=O)c1c[nH]c(C(=O)NCc2cccs2)c1	7.6	36	3	-0.4	0.0	-2	-14	-5
Cc1ccc(C(=O)N2CCN(C(=O)C3CCCO3)CC2)cc1 (configuration not stated)	-0.1	3	-3	-1.1	0.1	1	-28	-1
O=C(N[C@@H](Cc1ccccc1)C(=O)N1CCN(S(=O)(=O)c2cccc(F)c2)CC1)c1ccco1	0.1	-10	0	-1.1	0.6	2	-3	7
C[C@@H]1CN([C@H](C)CO)S(=O)(=O)c2ccc(C#Cc3ccccc3F)cc2O[C@H]1CN(C)C(=O)Cc1cccnc1	-0.1	-7	-11	10*	0.0	-3	12	-17
O=C(Cc1ccccc1)N1CC[C@@H]2[C@H]1c1cc(Br)ccc1N[C@@H]2CO	-0.7	-22	5	-1.1	0.0	5	-16	15
O=C(Nc1ccc2c(c1)OCCO2)C(C1CC1)N1CCN(C/C=C/c2ccccc2)CC1 (configuration not stated)	3.5	-12	6	-0.4	.	-1	-6	2
O=C(/C=C/c1cn(-c2ccccc2)nc1-c1cccs1)NCCN1CCOCC1	1.0	-27	-3	0.4	0.1	-2	32	-1
O=C(NCCc1c[nH]c2ccccc12)C1CCC(=O)N(CCc2cccc(F)c2)C1 (configuration not stated)	.	3	10	1.4	0.0	-6	-27	7
COc1cccc(NC(=O)C(Cc2ccccc2)n2cccc2)c1 (configuration not stated)	7.5	-27	-8	1.1	-0.1	-1	-8	.
CN(C)CC(=O)N[C@@H]1C=C[C@@H](CC(=O)NCCN2CCCCC2)O[C@@H]1CO	-0.7&5.1	-3&2	2&-6	0.0&-1.7	0.3&0.0	1&-45	-14&-5	10
COc1ccc(C#Cc2ccc([C@@H]3[C@H]4CN(C(=O)c5ccc(F)cc5)CC(=O)N4[C@H]3CO)cc2)cc1	0.1	18	3	2.9	0.0	1	-12	.
COc1ccccc1-c1cnc2c(c1)C(=O)N([C@@H](C)CO)C[C@H](C)[C@H](CN(C)CC1CCOCC1)O2	0.1	24	-8	-2.0	-0.6	2	1	-6
COC(=O)C(CC(=O)CNC(=O)c1ccccc1)NC(=O)c1ccccc1 (configuration not stated)	-0.3	11	8	0.1	0.2	-1	-13	-2
CC1(O)CC(c2ccc(Cl)cc2)=NN1C(=O)c1ccc(Cl)cc1 (configuration not stated)	-0.5	-13	-4	-1.0	0.0	0	-29	4
CCN(CC(=O)NCc1cccs1)C(=O)c1cccc(S(=O)(=O)Nc2ccc(C)cc2)c1	-6.2	-12	18	1.0	0.2	1	16	-16
N=C1SC(c2ccccc2)C(=O)N1c1ncc(Cc2ccccc2Cl)s1 (configuration not stated)	1.0	-11	.	-2.1	0.1	.	.	-4
c1ccc2c(c1)nc1n2CC2CON(C3CCCCC3)C12 (configuration not stated)	-0.5	-6	14	-0.2	0.1	-1	-7	-5
CCO[C@@H]1c2c(ccc3ccc(=O)oc23)OC(C)(C)[C@H]1O	-0.5	13	.	-2.6	0.2	6	-11	6
Cc1ccc(NC(=O)c2ncn(CC(=O)N[C@H](CO)Cc3c[nH]c4ccccc34)n2)cc1C	.	-11	-5	3.9	0.1	-3	-8	-6
CC(N)c1csc(Nc2nccc(C(F)(F)F)n2)n1 (configuration not stated)	0.1	18	-1	-1.3	0.0	-6	-10	0
COC(=O)COc1ccc(/C=C2/NC(=O)N(CC(=O)OC)C2=O)cc1	1.6	21	.	-2.6	0.2	1	-14	.
Nc1nc(N2CCCCC2)c2ncn(C3OC(CO)C(O)C3O)c2n1 (configuration not stated)	0.1	7	-5	-1.6	0.2	1	-3	3
CCc1cccc(NC(=O)Cn2cc3c(n2)CCCC3)c1	1.4	2	3	-5.7	0.1	1	-3	-4
N=c1c(S(=O)(=O)c2ccccc2)cc2c(=O)n3ccccc3nc2n1CCCN1CCOCC1	.	7	-2	-0.2	0.3	-2	4	-18
CN(C)CC(=O)N[C@@H]1CC[C@H](CCn2cc(C3CCCCC3)nn2)O[C@H]1CO	-0.5	-8	9	-1.0	0.0	0	-1	3
CC(C)CN1CCC(=O)N([C@H](CN=[N+]=[N-])Cc2ccccc2)CC1	0.0	-24	-2	-0.7	0.1	-1	-18	-24
C[C@H](CO)N1C[C@H](C)[C@@H](CN(C)C)Oc2ccc(NC(=O)Nc3ccc(C(F)(F)F)cc3)cc2CC1=O	.	8	12	-2.6	-1.6	3	-5	20
Cc1ccc(CN2CC(C(=O)NNC(=O)c3ccc(F)cc3)CC2=O)cc1 (configuration not stated)	-0.6	7	3	-4.1	0.7	5	4	.
Cc1noc(C)c1S(=O)(=O)Nc1ccc2c(c1)C(=O)N([C@H](C)CO)C[C@H](C)[C@@H](CN(C)Cc1ccncc1)O2	4.7	-4	4	0.4	-1.3	2	-14	6
CC(=O)Nc1sc(N/N=C/c2ccc(O)cc2)nc1-c1ccc(C)cc1	1.5	4	-3	1.2	-0.2	2	-19	.
Cc1c(Cl)cnc(NC(=O)COC(=O)c2cccs2)c1Cl	0.0	6	1	-1.3	1.0	3	-18	2
Cc1cc(C)c2c(n1)sc1c(=O)n(Cc3ccc(F)cc3)cnc12	0.0	15	?	1.0	0.0	3	0	.
C[C@@H]1CN([C@H](C)CO)C(=O)c2cccc(NC(=O)CCCCCC(=O)Nc3ccccc3N)c2O[C@@H]1CN(C)S(=O)(=O)c1cccs1	-0.1	22	-7	-0.6	-0.3	-2	-26	.
Cc1ccc(S(=O)(=O)N(C)C[C@H]2OCCCC[C@H](C)Oc3ccc(NC(=O)Nc4ccccc4)cc3C(=O)N([C@H](C)CO)C[C@H]2C)cc1	.	28	-4	-2.8	0.0	0	-33	16
O=C1CCc2cc(S(=O)(=O)NCc3ccc(F)cc3)cc3c2N1CCC3	-3.3	-6	2	-1.7	-0.1	3	-17	.

Gathered by group, those above with an aryl thioether with sulfur outside any ring.
SMILES	E-sel inducer	GSIS activator	DENV2 CPE	CFTR F508del cor	Xi reactivation	CASP6 VEID inh	RAD52 inh	RAD54 inh
Cc1nc(SC(C(N)=O)c2ccccc2)c(C#N)c(C)c1C (configuration not stated)	.	-1	2	-1.6	0.1	-2	-24	-3
O=C(CN1CCCC1)Nc1ccccc1Sc1ccc(Cl)cc1	8.9	-19	3	1.9	0.0	-2	-2	.

Other results follow:
SMILES	E-sel inducer	GSIS activator	DENV2 CPE	CFTR F508del cor	Xi reactivation	CASP6 VEID inh	RAD52 inh	RAD54 inh
Cc1ccc(C)c(N2CCN(C(=O)c3ccc(N4CCOCC4)c([N+](=O)[O-])c3)CC2)c1	.	-14	-2	-0.7	0.3	0	-9	5
CCCNC(=O)C[C@@H]1CC[C@@H]2[C@@H](COc3ccc(NC(=O)c4ccc(OC)cc4)cc3C(=O)N2C)O1	0.0	1	1	-3.5	-0.1	.	.	-1
Cc1ccc(S(=O)(=O)N/N=C\c2cccnc2)cc1	.	11	9	.	.	-2	-5	2
S=C(NCc1ccccc1)NNc1nc2ccccc2[nH]1	.	-11	14	0.7	0.0	3	-29	.
CCCCN(C(=S)Nc1ccc(F)cc1)c1c(N)n(CCC)c(=O)[nH]c1=O	.	7	-4	-1.9	0.0	2	-22	.
CC(C)(C)c1ccc(C(=O)Nc2cccc(-n3cnnn3)c2)cc1	.	-21	-7	2.1	0.0	0	-5	-3
O=c1[nH][nH]c(-c2ccccc2)c1C=Nc1ccc(F)cc1F	.	11	6	0.0	0.4	1	-8	-9
